HT1080-NT tox – kills 2HG-producing HT-1080-NT fibrosarcoma cells; HT-1080-NT fibrosarcoma viability, CellTiter-Glo ATP luminescence, 48 h; Potency, µM (top dose mostly 46.1 µM), inactives show top-dose activity, negative = less viability, actives largely listed as cytotoxic; 1.6% of 360,000 active;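 note: NT is the 2HG producing partner of a matched IDH1 knockdown line; potency is the fitted concentration of half-maximal effect; 0% = DMSO-treated cells and -100% = media-only wells without cells; nearly all actives have a fitted effect of over 55% in size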
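Viability of the 2HG-overproducing fibrosarcoma line after 48 hours of compound exposure at 37 degrees C was determined by luminescence with CellTiter-Glo, and concentration-effect curves were then fitted and categorized.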
SW480 rerep – inducers of DNA re-replication in SW480 colon cancer cells; SW480 DNA re-replication, Hoechst DNA content imaging, 48 h; Potency, µM (top dose mostly 46.1 µM), for inactives: at the highest dose re-replication activation, most hits filed as activators; 1.8% of 340,000 active; AID 624297; note: potency is the fitted concentration of half-maximal effect; % of control where 0% means no effect; nearly all actives have a fitted effect of over 55% in size
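First, 250 cells per well were seeded. Next, compound or vehicle (23 nL) was pinned in, plates sat 48 hr at 37 C. Finally Hoechst was added for 40 min before fluorescence scanning.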
HT1080 IDH1KD tx – kills HT-1080 cells with IDH1 knockdown | HT-1080 IDH1 knockdown viability, ATP luminescence, 48 h | Potency, µM (series often up to 46.1 µM), inactives show at the highest dose activity, negative = toxicity, actives largely listed as cytotoxic | 2% of 360,000 active;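 note: potency is the fitted concentration of half-maximal effect; 0% = DMSO wells and -100% = cell-free medium wells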
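HT-1080-IDH1KD cells (IDH1 knocked down), 750/well in RPMI with 5% FBS, treated with compound 48 h at 37 degrees C. Viability by CellTiter-Glo luminescence, normalised to DMSO and no-cell wells; concentration-response curves classed.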
KB-V1 cytotox – kills drug-selected multidrug resistant KB-V1 cells; KB-V1 MDR cells viability, CellTiter-Glo, 72 h; Potency, µM (titrated, usually from 46.1 µM), inactives show at the highest dose activity change, negative = cytotoxicity, most hits filed as cytotoxic; 3.4% of 400,000 active; note: potency is the fitted concentration of half-maximal effect; % is set by controls: 0 for no effect and ±100 for the full control effect; nearly all actives have a fitted effect of over 60% in size
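Drug-selected KB-V1 cells, grown in DMEM lacking phenol red with 10% FBS, receive compound titrations; after three days at 37 degrees C, surviving cell ATP is quantified by CellTiter-Glo luminescence and responses normalized and curve-fitted.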
IL-1B inflam inh – blocks inflammasome-driven IL-1 beta release | AID 743279 | 4.7% of 360,000 active | THP-1 LPS/ATP IL-1B secretion, AlphaLISA, 16 h; hits give low values | activity change, % at 57.5 µM; in the data active = activity change below about -50%; inconclusive = mostly about -30% to -49%; note: % is set by controls: 0 for no effect and ±100 for the full control effect
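Secreted IL-1B measured by AlphaLISA bead assay after 16 h compound exposure of THP-1 cells; compounds (final up to 57.5 uM) added 1 h before LPS (250 ng/mL) and ATP (1.25 mM) stimulation; lower signal means less secretion.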
KB-3-1 tox – KB-3-1 parental cell cytotoxicity; KB-3-1 viability, CellTiter-Glo ATP luminescence, 72 h; Potency, µM (series often up to 46.1 µM), for inactives: top-dose activity change, negative = cytotoxic, usual class: cytotoxic; 1.4% of 400,000 active; note: potency is the fitted concentration of half-maximal effect; % is set by controls: 0 for no effect and ±100 for the full control effect; nearly all actives have a fitted effect of over 60% in size
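Parental KB-3-1 viability, qHTS format: 72 h compound exposure, 37 °C; CellTiter-Glo; media-only wells and DMSO plates as controls; concentration-effect fits on corrected data.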
GLP1R ag – activates the human GLP-1 receptor; P43220; HEK293 GLP-1R CRE-luciferase, luminescence, 4-6 h; cells express a hypersensitive GLP-1R form; Potency, µM (doses to about 45.6 µM), for inactives: top-dose activation, hits mostly activators; 0.007% of 380,000 active; note: potency is the fitted concentration of half-maximal effect; % of control where 0% means no effect
Target sequence (P43220 whole entry, looked up): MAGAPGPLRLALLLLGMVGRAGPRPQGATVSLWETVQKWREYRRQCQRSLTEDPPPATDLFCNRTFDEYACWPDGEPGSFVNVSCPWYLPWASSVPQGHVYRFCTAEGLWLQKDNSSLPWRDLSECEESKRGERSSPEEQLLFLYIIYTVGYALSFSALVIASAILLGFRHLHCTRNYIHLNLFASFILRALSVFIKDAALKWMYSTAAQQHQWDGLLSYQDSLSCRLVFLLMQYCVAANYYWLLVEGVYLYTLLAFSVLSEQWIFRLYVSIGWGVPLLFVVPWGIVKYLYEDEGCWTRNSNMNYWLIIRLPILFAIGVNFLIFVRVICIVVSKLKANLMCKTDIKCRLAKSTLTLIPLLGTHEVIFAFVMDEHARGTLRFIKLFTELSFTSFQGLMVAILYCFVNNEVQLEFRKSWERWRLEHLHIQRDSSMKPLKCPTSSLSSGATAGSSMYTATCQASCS
D3 ag – agonists of human D3 dopamine receptor | D3R DiscoveRx beta-arrestin cells, luminescence, 90 min | max activation, % | 0.58% of 410,000 active | AID 652048; in the data active = max activation above about 30%; note: 0% is about no effect; mostly tested at two doses, the higher about 12 µM
Target sequence (P35462 whole entry, looked up): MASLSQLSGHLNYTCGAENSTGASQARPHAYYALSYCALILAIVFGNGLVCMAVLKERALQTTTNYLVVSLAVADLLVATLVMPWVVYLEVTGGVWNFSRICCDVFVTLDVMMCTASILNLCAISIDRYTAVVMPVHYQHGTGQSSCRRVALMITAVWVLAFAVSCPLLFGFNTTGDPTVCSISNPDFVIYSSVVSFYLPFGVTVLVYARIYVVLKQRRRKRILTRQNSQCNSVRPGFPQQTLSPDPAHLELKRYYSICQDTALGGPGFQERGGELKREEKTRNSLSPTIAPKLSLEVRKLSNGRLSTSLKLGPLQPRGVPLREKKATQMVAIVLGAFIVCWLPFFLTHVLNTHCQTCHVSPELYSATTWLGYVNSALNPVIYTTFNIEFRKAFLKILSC
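Agonist mode: compounds and dopamine controls were applied to plated cells for 90 min at 37 degrees C after an overnight attachment at 1500 cells/well. Luminescent read-out followed 30 - 60 minutes at room temperature with DiscoveRx detection reagent.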
D3 antag – blocks the human D3 dopamine receptor; 2.5% of 360,000 active; AID 652054; D3R cells, DiscoveRx beta-arrestin luminescence, antagonist mode; hits give low values; max response, negative = inhibition, %; P35462; in the data active = max response below about -50%; inconclusive = no clear call, values can overlap the other calls; note: % is set by controls: 0 for no effect and ±100 for the full control effect; mostly tested at two doses, the higher about 12 µM
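Cells expressing the human receptor were seeded at 1500 cells/well, incubated overnight at 37 degrees C in 5% CO2, then exposed to library compounds with dopamine controls for 90 minutes at 37 degrees C before luminescent detection.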
Numbers without * were called inactive; ? = inconclusive; / = not tested or not shown; [ ] = remark or other dose. Unless noted, calls come from the whole dose curve; as a rule, active = well fitted curve in the direction sought with a large enough effect; inconclusive = small, poorly fitted or top-dose-only effect, or another doubt; inactive = no such curve, though single readings can be large; an effect the other way counts as inactive or inconclusive. Outcome played no part in choosing rows. Share with any hit: about 12%.

SMILES | HT1080-NT tox | SW480 rerep | HT1080 IDH1KD tx | KB-V1 cytotox | IL-1B inflam inh | KB-3-1 tox | GLP1R ag | D3 ag | D3 antag
CCO[C@H]1OC(C(=O)N2CCOCC2)=C[C@@H](C2CC2)[C@@H]1CCCO | -25.1% | ? | -5.0% | -26.1% | -10.6 | -15.7% | -3.9% | -27.1 | -55.1*
CCCCc1nnc(NC(=O)C(C)Sc2nc(O)c(Cc3ccccc3)c(=O)[nH]2)s1 (configuration not stated) | 1.0% | 2.2% | 2.5% | 2.8% | 39.5 | 0.5% | 2.1% | -13.7 | 2.0
CC(C)(C)c1cc(-n2ccnc2)n2ncc(-c3ccc(Cl)cc3)c2n1 | -0.6% | -7.3% | 2.5% | 15.1% | -0.7 | -2.0% | -2.9% | -1.2 | -4.8
Cc1c(Cc2ccccc2)c(=O)oc2cc(OCC(=O)N3CCC(C(=O)O)CC3)ccc12 | 0.1% | -0.2% | -0.5% | -2.6% | -7.3 | 0.0% | 6.8% | -16.8 | ?
O=C(NC(NC(=O)c1c(F)cccc1F)c1ccc([N+](=O)[O-])cc1)c1c(F)cccc1F | ? | -21.2% | ? | 24.7% | 4.6 | 19.9% | -1.3% | 23.0 | 3.1
CC1CCCC(C)N1/N=C/c1ccc(O)cc1 (configuration not stated) | 1.5% | 10.5% | -9.8% | 9.6% | -1.8 | 2.3% | 9.3% | -7.3 | -17.6
c1ccc(-c2nc(-c3nccc4ccccc34)oc2-c2ccccc2)cc1 | -0.1% | 7.31µM* | 9.1% | -0.4% | -18.5 | 0.9% | 8.4% | 1.7 | 10.6
Cc1ccc(CNS(=O)(=O)CCNC(=O)c2ccc3c(c2)OCO3)cc1 | -3.7% | -6.4% | -6.3% | -23.2% | 0.8 | 0.0% | 15.8% | -2.9 | 21.5
Brc1ccc(-c2noc(CCc3ccccc3)n2)o1 | 5.7% | -8.3% | 8.8% | 9.3% | 10.0 | -7.3% | 9.2% | -6.8 | -0.1
Fc1ccccc1N1CCN(c2cnc3ccccc3n2)CC1 | -6.1% | -6.1% | -9.8% | ? | -11.5 | -28.2% | -0.2% | -1.5 | 32.9
O=[N+]([O-])c1ccc2c(c1)nc(CO)n2Cc1ccccc1 | 3.6% | 22.5% | 4.5% | 1.6% | 19.5 | -9.7% | -0.8% | 2.9 | 2.1
C/C(=N\NC(=O)c1ccc(NS(=O)(=O)c2cccs2)cc1)c1ccc(C(C)(C)C)cc1 | ? | 8.4% | ? | -4.3% | 64.7 | -29.1% | 0.5% | -6.7 | -0.6
COc1ccccc1/C=C/c1nc(S(=O)(=O)c2ccccc2)c(NCCN(C)C)o1 | -20.0% | ? | -5.5% | -11.1% | -27.2 | ? | -5.4% | -8.6 | -11.0
O=C(OCc1ccccc1)N1CCC2CC1c1c2cccc1N1CCOCC1 (configuration not stated) | -4.0% | / | -18.1% | 0.0% | -17.3 | -12.3% | 7.2% | 2.1 | 11.5
O=C(Nn1cnnc1)c1ccc(Cl)cc1[N+](=O)[O-] | 1.6% | -42.3% | 0.4% | ? | 27.8 | 11.4% | -6.5% | 2.1 | 7.4
COCCn1c(Cc2ccccc2)nnc1SCC(=O)N(C)C | 4.9% | -3.0% | 11.4% | -3.8% | 16.1 | -3.9% | -11.4% | -1.7 | -9.2
CN1C(=O)/C(=C\c2ccccc2OCc2ccccc2)SC1=S | 0.4% | -2.2% | -0.3% | 4.1% | 26.1 | 0.9% | 0.6% | 3.3 | 13.9
O=C(CSc1nnc(-c2cccc(Br)c2)o1)NCC1CCCO1 (configuration not stated) | 2.7% | / | -5.6% | -13.6% | -19.1 | ? | 2.7% | 2.8 | ?
COc1cc(/C=C/C(=O)O)cc2c1OCCO2 | 0.0% | ? | 8.9% | 2.6% | -16.7 | -8.1% | -3.4% | 2.6 | 12.8
Cc1nn(CCCC(=O)NCc2ccc(F)cc2)c(C)c1[N+](=O)[O-] | 0.1% | 2.9% | 3.9% | -24.0% | 20.7 | 13.3% | 9.8% | 6.2 | 16.5
CCOC(=O)CN1Cc2cccc(C(=O)O)c2C1=O | 18.4% | 1.2% | -0.2% | ? | -3.8 | 24.1% | -0.8% | 4.3 | 16.4
COC(=O)Nc1ccc(S(=O)(=O)Nc2cc(C(F)(F)F)c[nH]c2=O)cc1 | -4.1% | -2.2% | 1.8% | 8.3% | 28.5 | 12.5% | 1.0% | 24.3 | 4.8
COc1ccc(C(=O)N2CCCC(CCC(=O)NCc3ccc(F)c(F)c3)C2)cc1F (configuration not stated) | -2.5% | -0.7% | 0.0% | ? | -4.4 | -0.8% | 6.0% | 0.1 | -1.9
COc1ccc(-n2ncc3c(N4CCN(Cc5ccccc5)CC4)ncnc32)cc1 | 14.6µM* | ? | ? | 13µM* | -93.9* | ? | 0.4% | -1.3 | 13.4
CCCCCn1c(CN2CCN(c3ccc(OC)cc3)CC2)nc2c1c(=O)[nH]c(=O)n2C | / | / | / | 4.2% | / | -14.9% | 1.3% | -17.3 | /
C=CCn1c(C)cc(C(=O)COC(=O)/C=C/c2ccc(OC)cc2)c1C | -2.4% | -25.4% | 4.1% | -3.6% | -5.8 | -3.7% | 2.1% | 1.8 | -1.4
CCNC(=O)NC1(C(=O)Nc2ccc3c(c2)CCC3)CCCCC1 | 2.2% | -5.2% | 0.7% | 14.7% | -2.7 | 3.1% | -7.0% | 1.6 | 2.4
Cc1c(NC(=O)C(C)C)cccc1-c1nc2ncccc2o1 | 6.6% | -9.0% | 14.9% | -3.6% | 0.0 | 8.9% | -5.2% | 3.0 | 2.1
Cc1ccc(-n2cc(CNCCCn3ccnc3C)c(-c3ccc(F)cc3)n2)cc1 | 20.6µM* | ? | ? | 20.6µM* | -83.5* | ? | -8.2% | -7.6 | -6.5
COc1ccc(Nc2nc3ccccc3c(=O)s2)c(OC)c1 | -1.0% | -2.4% | 4.1% | -6.1% | -8.4 | -3.0% | -20.8% | 2.0 | 15.3
O=C(CCNC(=O)OCc1ccccc1)NC1CCCCCC1 | 11.7% | / | 4.2% | ? | 0.0 | 0.0% | 2.3% | 7.0 | -7.5
O=C(Nc1ccc2nc([C@@H]3O[C@H](CO)[C@@H](O)[C@H](O)[C@H]3O)[nH]c2c1)NC(c1ccccc1)c1ccccc1 | 12.7% | / | 3.8% | 3.0% | 23.4 | 4.5% | -3.8% | 2.4 | 14.2
O=S1c2ccccc2Nc2ccccc21 | 8.0% | -4.7% | 10.7% | 16.4% | 3.5 | 3.7% | -2.8% | 13.3 | -14.7
N#CC(Nc1ccccc1)c1ccccc1OCc1ccccc1 (configuration not stated) | -2.6% | ? | -12.6% | -4.1% | 28.0 | -3.4% | 6.7% | 0.9 | -9.2
CNC(=O)CC1C(=O)N(Cc2ccccc2)C(=S)N1NC(=O)c1cccc(F)c1 (configuration not stated) | -1.5% | -9.0% | -1.8% | 20.6µM* | 3.3 | -10.1% | 0.5% | -22.1 | -20.0
Cc1cc(C)n(C(=O)CCCn2cc([N+](=O)[O-])cn2)n1 | -3.1% | -2.6% | 18.3% | 1.7% | -2.2 | 2.5% | 3.4% | 0.8 | -23.5
CCNc1nc(NC(C)(C)C)nc(N(C#N)CC)n1 | -2.6% | -2.6% | -8.9% | ? | 27.0 | 5.8% | 28.9% | 20.5 | -9.4
O=C(CSc1nnc(Cn2nnc3ccccc32)o1)Nc1ccc(Cl)cc1 | 5.6% | -0.3% | 12.8% | 23.8% | 7.2 | 4.5% | -1.9% | 1.7 | 0.0
CCN(CC)S(=O)(=O)c1cc(C)c(C)cc1OCC(=O)NC1CCCC1 | 0.0% | ? | -12.7% | / | -3.8 | / | 6.5% | 9.4 | 11.0
Cc1ccccc1C(=O)Nc1ccc(O)c2c(=O)cc(-c3ccccc3Cl)oc12 | 0.0% | -10.2% | 0.2% | 9.6% | -13.1 | 0.5% | 1.4% | 3.8 | -14.0
CCOc1ccc(N=Nc2c(C)noc2C)cc1 | ? | -5.5% | 13.8% | 8.3% | 19.1 | -2.0% | 6.6% | 0.8 | 2.6
O=C(CCc1nc2ccccc2[nH]c1=O)OCc1ccc(S(=O)(=O)N2CCOCC2)cc1 | 0.9% | 28.5% | -3.6% | -6.3% | -4.3 | 1.7% | 0.9% | 3.9 | -9.2
CCOC(=O)c1cc2sccc2n1CC(=O)N1CCCC1 | 1.3% | 18.6% | 6.3% | 15.0% | -5.8 | -9.9% | -0.3% | 3.7 | 10.7
Cc1ccc(CC2CC(=O)N(c3nc4ccccc4s3)C2=O)cc1 (configuration not stated) | -1.7% | -35.8%[inhibitor] | 9.2% | 6.4% | 22.0 | 2.0% | -1.4% | 0.6 | 20.6
CC(=O)Nc1cc(C(N)=O)c(Cl)cc1Cl | 16.7% | -4.3% | -1.1% | 23.5% | 4.5 | 17.9% | -1.7% | 0.3 | -11.0
COc1cccc(-c2csc(NC3OC(=O)c4c3ccc(OC)c4OC)n2)c1 (configuration not stated) | ? | ? | ? | 5.9% | -92.7* | 14.9% | 7.1% | 2.0 | -1.9
Cc1cc(C)nc(-n2nc(C)c(Oc3ccccc3O)c2C)n1 | 11.2% | 1.9% | 9.3% | -7.4% | 37.1 | 1.9% | 5.8% | 0.1 | 0.9
NS(=O)(=O)c1ccc(NC(=O)CN2CCCc3ccccc32)cc1 | -11.1% | -7.1% | -20.3% | 7.5% | 10.0 | -8.3% | 14.4% | 2.8 | 5.4

Assay outcomes: PubChem BioAssay, National Center for Advancing Translational Sciences (NCATS)
